Bioassay records from PubChem.
AHR activator – activates the human aryl hydrocarbon receptor. AHR-responsive luciferase reporter cells, luminescence. 320,000 compounds, 2.5% hits. activation, % at 5 µM; in the data active means activation above about 47%;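 further: 0% = vehicle wells and 100% = reference agonist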
TPT1 inh – C. albicans TPT1 enzyme inhibition | 300,000 compounds, 0.81% hits | inhibition, % at 5 µM | recombinant caTPT1, FP RNA substrate dephosphorylation;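 active means inhibition above the mean of all tested compounds plus 3 SD, set per screening campaign, cut at about 24% in these data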;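 further: plate controls were DMSO alone for no effect and ferristatin control at 100 nM for full effect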
PAFAH2 inh – inhibitors of human PAFAH2. Q99487. inhibition, % at 3.39 µM. recombinant PAFAH2, FP-rhodamine activity probe, fluorescence polarization. AID 492956. 340,000 compounds, 0.99% hits;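 active means inhibition above the mean over all tested compounds plus 3 SD, cut at about 30% in these data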;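 further: inhibitors block probe labeling of enzyme so polarization drops; 0% = enzyme with DMSO and 100% = wells lacking PAFAH2 protein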
PP1 counter – blocks human PP1-alpha phosphatase, a PP5 counter-screen | P62136 | purified PP1alpha, OMFP fluorescence | inhibition, % at 6.7 µM | 320,000 compounds, 0.9% hits | AID 2235;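 active means inhibition above the mean inhibition of all tested compounds plus 3 SD, computed separately for each screening campaign, cut at about 15% in these data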
Target sequence (P62136 whole entry, looked up): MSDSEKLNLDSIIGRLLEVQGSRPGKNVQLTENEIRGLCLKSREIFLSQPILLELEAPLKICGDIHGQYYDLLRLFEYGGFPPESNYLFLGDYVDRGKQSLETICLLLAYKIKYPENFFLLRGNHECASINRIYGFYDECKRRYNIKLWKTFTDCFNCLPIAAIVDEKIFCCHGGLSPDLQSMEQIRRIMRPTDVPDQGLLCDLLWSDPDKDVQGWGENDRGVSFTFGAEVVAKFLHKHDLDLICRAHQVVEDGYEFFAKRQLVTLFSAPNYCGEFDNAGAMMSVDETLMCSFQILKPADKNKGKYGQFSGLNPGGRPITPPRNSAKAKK
Fh CTSL1 inh – counter-screen for PFM18AAP inhibitors: inhibitors of F. hepatica cathepsin L1. recombinant F. hepatica cathepsin L1, Z-Leu-Arg-MCA fluorescence. inhibition, % at 5.96 µM. 300,000 compounds, 0.49% hits;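 active means inhibition above the mean of all tested compounds plus 3 SD, set per screening campaign, cut at about 17% in these data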;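 further: 0% = plate median of test compound wells and 100% = 1 µM Z-Phe-Ala-diazomethylketone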
proCasp3 act – activates human procaspase-3. 330,000 compounds, 0.11% hits. AID 463141. recombinant procaspase-3 D3A, Ac-DEVD-pNA absorbance 405 nm. activation, % at 8.5 µM. P42574;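 active means activation above the mean of all tested compounds plus 3 SD, cut at about 21% in these data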;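 further: 0% = DMSO alone and 100% = DMSO wells spiked with extra 5 µM PC-3 D3A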
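Assay system: Autoprocessing-dead procaspase-3 D3A mutant enzyme; also added: Ac-DEVD-pNA; doses: one concentration, 8.5 µM nominal, 0.8% DMSO; times: 1 h compound preincubation, 2 h substrate hydrolysis at 25 °C; technique: 405 nm absorbance of p-nitroaniline, reads at 0 and 120 min; measure: % activation between DMSO and enzyme-spiked controls; repeats: single replicate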
proCasp7 act – counter-screen for procaspase-3 activators: activators of human procaspase-7. activation, % at 8.5 µM. 330,000 compounds, 0.093% hits. AID 463210. P55210. recombinant procaspase-7, Ac-DEVD-pNA absorbance 405 nm; D23A/D198A/D206A triple mutant, cannot self-cleave; scale: DMSO 0, 5 µM enzyme 100;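 active means percent activation above the screen-wide mean plus 3 SD, cut at about 25% in these data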
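System: Uncleavable procaspase-7 mutant enzyme; Amount: 2 µM procaspase-7 mutant as dispensed; Schedule: 1 h compound preincubation, 2 h substrate cleavage, 25 °C; Measured by: 405 nm absorbance of p-nitroaniline; Evaluation: percent activation from buffer-corrected 0–120 min absorbance change; Control set: low DMSO alone, high DMSO plus 5 µM PC-7.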
HCV core dimer – blocks dimerization of HCV core protein | TR-FRET GST/Flag-core106 dimerization, 1536-well | inhibition, % at 5 µM | 300,000 compounds, 0.33% hits;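 active means inhibition above the mean of all tested compounds plus 3 SD, set per screening campaign, cut at about 45% in these data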
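Test system: GST/Flag-tagged HCV core106 proteins; Medium: KF-containing HEPES buffer, pH 7.45, DTT, CHAPS, BSA; Times: compound-protein-antibody incubation 4 h at 22.5 °C; Detection: TR-FRET 671 and 617 nm emission; Benchmarks: wells lacking GST-core106 and wells with excess unlabelled core106.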
PP5 inh – inhibitors of human protein phosphatase 5 (PP5) | AID 1987 | 320,000 compounds, 0.18% hits | P53041 | purified PP5c, OMFP substrate fluorescence | inhibition, % at 6.7 µM;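 active means inhibition above the campaign's mean inhibition across all tested compounds plus 3 SD, cut at about 9.5% in these data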;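 further: 0% = DMSO only and 100% = 100 µM cantharidin control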
Target sequence (P53041 whole entry, looked up): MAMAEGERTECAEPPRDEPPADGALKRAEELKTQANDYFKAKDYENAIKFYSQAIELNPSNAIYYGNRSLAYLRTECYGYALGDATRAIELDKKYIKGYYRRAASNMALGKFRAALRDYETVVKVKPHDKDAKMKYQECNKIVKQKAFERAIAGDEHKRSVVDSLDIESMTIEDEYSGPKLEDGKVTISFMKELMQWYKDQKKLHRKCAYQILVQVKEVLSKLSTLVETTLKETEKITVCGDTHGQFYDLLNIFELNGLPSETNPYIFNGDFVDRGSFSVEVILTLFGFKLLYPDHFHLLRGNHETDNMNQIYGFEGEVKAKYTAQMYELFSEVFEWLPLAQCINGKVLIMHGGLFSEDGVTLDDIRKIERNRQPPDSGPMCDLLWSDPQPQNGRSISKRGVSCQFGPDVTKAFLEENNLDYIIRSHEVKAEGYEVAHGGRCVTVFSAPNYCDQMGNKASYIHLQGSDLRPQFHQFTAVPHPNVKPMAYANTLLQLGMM
Starred values were filed as active, the others as inactive; . = no result given; & = joins results of further samples.

SMILES | AHR activator | TPT1 inh | PAFAH2 inh | PP1 counter | Fh CTSL1 inh | proCasp3 act | proCasp7 act | HCV core dimer | PP5 inh
O=C(COc1ccccc1Cl)Nc1ccc2oc(=O)ccc2c1 | -6 | -3 | 9 | 0 | -2 | -7 | 0 | -16 | 1.3
NS(=O)(=O)c1ccc(NC(=O)COC(=O)COc2cccc(C(F)(F)F)c2)cc1 | 0 | -2 | -1 | -2 | -10 | -2 | 2 | -7 | 3.5
CCCNC(=O)Nc1ccc(C(F)(F)F)cc1 | 3 | -4 | -1 | 1 | 2 | 0 | -4 | -3 | 0.1
CCCCN(CCCC)S(=O)(=O)c1ccc(OC)c2ncccc12 | 4 | -3 | 4 | 1 | 0 | -1 | 5 | -1 | 6.7
C/C(=N\NC(=O)CSc1nc2ccccc2c(=O)n1-c1ccccc1C)c1cccs1 | 3 | -3 | -3 | 3 | -2 | -1 | 2 | 13 | 3.5
COC(=O)N1C(=O)[C@](c2ccccc2)(C(C)C)N1C(=O)OC | 2 | -3 | -5 | 0 | -1 | -3 | -2 | -9 | 1.3
COc1ccc(N=Cc2c(OC)ccc3ccccc23)cc1 | 2 | 1 | -2 | -3 | 2 | 10 | -4 | 2 | -0.6
CO/N=C/c1cn(-c2ccc(Cl)cc2)nn1 | -2 | 2 | 10 | 0 | 0 | 1 | 0 | -1 | 2.8
S=C(Nc1ccccc1Cl)N1CCN(Cc2ccccc2)CC1 | -2 | -2 | -1 | -5 | -1 | -3 | 0 | 3 | 0.9
O=C(NC1CCCCCC1)c1nnc(Cc2ccc(Cl)cc2)o1 | -2 | 1 | 3 | -3 | -2 | 6 | 5 | -1 | 2.2
Clc1ccc(Cn2cc(/C=N/n3cnnc3)c3ccccc32)cc1 | 36 | -3 | 7 | 5 | 9 | -7 | -1 | 5 | 4.2
CCOc1cc2c(cc1OCC)CN(CC(=O)Nc1ccccc1C(=O)NC1CC1)CC2 | 1 | . | 8 | -3 | . | 4 | 6 | . | 0.9
CCC(=Nc1ccccc1OC)C1=C(O)CC(c2ccccc2)CC1=O (stereo not drawn) | -1 | 1 | 1 | 0 | 4 | 8 | -3 | 1 | 0.7
C=CCn1c(SCC(=O)N(C)C2CCS(=O)(=O)C2)nc2ccccc2c1=O (stereo not drawn) | 1 | -2 | -3 | 2 | -1 | -8 | -4 | -2 | -1.3
COc1cc2nc(CN3C(=O)c4ccccc4C3=O)oc(=O)c2cc1OC | -1 | -2 | -8 | 0 | -3 | -3 | 0 | 6 | 2.6
C=CCC(NCc1ccccc1)c1ccccc1 (stereo not drawn) | 1 | 2 | 2 | 3 | -2 | 2 | -4 | -11 | 0.7
O=C(COC(=O)CNC(=O)c1sc2ccccc2c1Cl)Nc1cc(Cl)cc(Cl)c1 | -1 | 1 | 2 | 0 | -2 | 8 | 2 | 13 | 2.6
CCOc1ccc(S(=O)(=O)NCCC(=O)N(C)CC(=O)Nc2ccc(N3CCOCC3)cc2)cc1 | 1 | -1 | -2 | 2 | 3 | -3 | 1 | 1 | 1.1
Cc1cc(C(=O)N/N=C/c2ccc(O)c([N+](=O)[O-])c2)n[nH]1 | 12 | 1 | -2 | -2 | 5 | 2 | -4 | -11 | -1.4
COc1ccc(CNS(=O)(=O)c2ccc(C)cc2)cc1 | 6 | 0 | 8 | 0 | -3 | 5 | 1 | -3 | 1.1
CC(C)(C)SC(=O)C[C@@H]1NS(=O)(=O)OC2CCCCC21 (stereo partly drawn) | 3 | 2 | 7 | -1 | -5 | 5 | 4 | -7 | 1.1
Cc1ccc(S(=O)(=O)c2c(N)n(-c3ccccc3)c3nc4ccccc4nc23)cc1 | 0 | -2 | -7 | 6 | -1 | 6 | 1 | 16 | 2.9
C/C(=N\OC(=O)c1ccc(F)cc1)c1sc(-c2ccc(Cl)cc2)nc1C | 0 | 1 | 0 | -2 | -1 | 4 | 10 | 4 | -1.0
CN1C2CCC1CC(OC(=O)c1c[nH]c3ccccc13)C2 (stereo not drawn) | -2&1 | 0&-3 | -2&0 | -4&0 | -3&-1 | 9&1 | 8&-9 | 14&-4 | 0.0&-0.2
CCC(C)(C)n1nnnc1C(C(C)C)N1CCN(C(=O)c2ccco2)CC1 (stereo not drawn) | 0 | -3 | 3 | 0 | -1 | 2 | -7 | 5 | 0.1
(next part)
SMILES | AHR activator | TPT1 inh | PAFAH2 inh | PP1 counter | Fh CTSL1 inh | proCasp3 act | proCasp7 act | HCV core dimer | PP5 inh
COC(=O)c1cc(-c2cccc([N+](=O)[O-])c2)c2c(=O)[nH]c(=O)n(C)c2n1 | 3 | 3 | -7 | -3 | 0 | 9 | 8 | 4 | 0.7
O=C(NC(=S)Nc1cccc(Cl)c1N1CCCCC1)c1ccc2c(c1)OCCO2 | -1 | -1 | -13 | -4 | 0 | -2 | 7 | 0 | -0.5
O=C1C(Nc2ccccc2)=C(N2CCCCC2)C(=O)c2ccccc21 | 13 | -3 | 37* | 2 | 50* | 1 | -13 | 13 | 10*
O=C(c1ccccc1O)N1CCOCC1 | 0 | 3 | 6 | -3 | 3 | 7 | 9 | -1 | -1.3
O=S(=O)(c1ccc(-c2nnc(SCc3ccccc3)o2)cc1)N1CCCC1 | -3 | -2 | 4 | -3 | -3 | -2 | 3 | 3 | 3.7
Cn1c(=O)c2ccccc2n(CC(=O)NC2CCCC2)c1=O | 3 | 0 | -4 | 0 | 2 | -2 | 17 | -7 | 0.4
CC(=O)Nc1ccc(S(=O)(=O)NCCCCNS(=O)(=O)c2ccc(NC(C)=O)cc2)cc1 | -3 | 1 | -6 | -1 | 0 | -3 | -4 | 1 | -3.1
Cc1cc(OCCCn2ccnc2)cc(C)c1Cl | 41 | -1 | 2 | 0 | 9 | -2 | -8 | 0 | -0.3
Cc1ccc(C)c2[nH]c(=O)c(CCNC(=O)c3ccc(Br)o3)cc12 | -3 | -1 | 0 | -2 | 4 | -3 | 6 | -5 | 1.1
CC(=O)c1nn(-c2ccccc2)cc1C(=O)c1ccc(Br)cc1 | 15 | -1 | -6 | 0 | 5 | 3 | 18 | -1 | 3.3
CCOc1ccccc1C(=O)NC(C)c1ccc(-n2ccnc2)cc1 (stereo not drawn) | 65* | 0 | -3 | -5 | -6 | 2 | 9 | 1 | 1.2
COc1ccc(NC(=O)Nc2cc(C)cc(C)c2)cn1 | 36 | -21 | 0 | -3 | -3 | -1 | 3 | 1 | 0.3
COC(=O)c1ccc(NC(=O)CN2C(=O)CSC2=O)cc1 | 3 | -2 | 28 | 0 | 5 | 13 | 5 | 4 | 2.0
O=c1cc(-c2ccccc2)nc2nc(-c3ccco3)[nH]n12 | 5 | -6 | 42* | -2 | 1 | -4 | -4 | -2 | 1.0
CCN(CC)C(=O)CSC(Nc1ccc(F)cc1)=C(C#N)C#N | 42 | 40* | -17 | -2 | 0 | -15 | -9 | -7 | -1.2
CC1CCc2sc(C(=O)NC(C)C3CCCO3)cc2C1 (stereo not drawn) | 26 | -2 | 5 | -10 | 5 | 6 | -3 | 10 | 2.5
Cc1oc2c(c1C(=O)NCc1cc(C(=O)O)co1)CCCC2 | 3 | -3 | -6 | -3 | -3 | -5 | 3 | -2 | -2.0
Cc1ccn(CC(C)C(=O)O)n1 (stereo not drawn) | -1 | -2 | 8 | -6 | -5 | -6 | 6 | 0 | 2.6
COc1ccc(-c2nc(CSCC(=O)NC3CCCc4ccccc43)c(C)o2)cc1OC (stereo not drawn) | 1 | 0 | -7 | 0 | -5 | 6 | 12 | 0 | 3.5
COc1ccc(/C=C/C(=O)OCC(=O)NCc2ccco2)cc1OC | 2 | 1 | 49* | 0 | -6 | -1 | -2 | 3 | 2.6
CCCn1c(-c2cccnc2Cl)nc2cc(Cl)c(Cl)cc21 | 1 | 3 | 0 | -2 | 0 | -4 | -2 | -3 | 4.7
O=C(CN1C(=O)S/C(=C\c2ccccc2F)C1=O)Nc1ccccc1O | 8 | 5 | -1 | -1 | 0 | -7 | 12 | -3 | -0.5
CSc1snnc1-c1ccccc1 | 0 | -4 | -1 | -2 | -1 | -3 | 1 | -2 | 2.2
COCCn1c(C)cc(C(=O)CSc2nc3ccccc3c(=O)n2Cc2ccco2)c1C | 10 | 0 | -5 | 3 | -1 | 10 | 6 | 11 | 3.1
O=C(CN(Cc1ccccc1)S(=O)(=O)c1ccc(Br)cc1)NCC1CCCO1 (stereo not drawn) | 0 | -2 | -6 | 3 | 0 | 7 | 0 | 2 | 0.2
CCOc1ccc(C(C(=O)NC2CCCC2)N(C(=O)c2snc(C(N)=O)c2N)c2cccc(O)c2)cc1 (stereo not drawn) | 0 | -1 | -17 | 13 | 8 | -40 | -12 | -3 | 2.2

A second format for 12 compounds above:
structure	AHR activator	TPT1 inh	PAFAH2 inh	PP1 counter	Fh CTSL1 inh	proCasp3 act	proCasp7 act	HCV core dimer	PP5 inh
CCN(CC)C(=O)CSC(Nc1ccc(F)cc1)=C(C#N)C#N	42	40*	-17	-2	0	-15	-9	-7	-1.2
CC1CCc2sc(C(=O)NC(C)C3CCCO3)cc2C1 (stereo not drawn)	26	-2	5	-10	5	6	-3	10	2.5
Cc1oc2c(c1C(=O)NCc1cc(C(=O)O)co1)CCCC2	3	-3	-6	-3	-3	-5	3	-2	-2.0
Cc1ccn(CC(C)C(=O)O)n1 (stereo not drawn)	-1	-2	8	-6	-5	-6	6	0	2.6
COc1ccc(-c2nc(CSCC(=O)NC3CCCc4ccccc43)c(C)o2)cc1OC (stereo not drawn)	1	0	-7	0	-5	6	12	0	3.5
COc1ccc(/C=C/C(=O)OCC(=O)NCc2ccco2)cc1OC	2	1	49*	0	-6	-1	-2	3	2.6
CCCn1c(-c2cccnc2Cl)nc2cc(Cl)c(Cl)cc21	1	3	0	-2	0	-4	-2	-3	4.7
O=C(CN1C(=O)S/C(=C\c2ccccc2F)C1=O)Nc1ccccc1O	8	5	-1	-1	0	-7	12	-3	-0.5
CSc1snnc1-c1ccccc1	0	-4	-1	-2	-1	-3	1	-2	2.2
COCCn1c(C)cc(C(=O)CSc2nc3ccccc3c(=O)n2Cc2ccco2)c1C	10	0	-5	3	-1	10	6	11	3.1
O=C(CN(Cc1ccccc1)S(=O)(=O)c1ccc(Br)cc1)NCC1CCCO1 (stereo not drawn)	0	-2	-6	3	0	7	0	2	0.2
CCOc1ccc(C(C(=O)NC2CCCC2)N(C(=O)c2snc(C(N)=O)c2N)c2cccc(O)c2)cc1 (stereo not drawn)	0	-1	-17	13	8	-40	-12	-3	2.2
